Screening data: PubChem BioAssay, several laboratories
PfHsp90 set2 – growth inhibition of PfHsp90-expressing yeast, primary screen, antimalarial PfHsp90 inhibitor project, S. cerevisiae, BacTiter-Glo luminescence, single point, set 2; BacTiter-Glo ATP, 48 h; yeast lacking PDR1 and PDR3 efflux regulators; inhibition, % at 9.4 µM; hit rate 0.32% among 310,000;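 active = every replicate shows inhibition above about 80%, whatever the replicate mean, limit read from the data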;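 note: 0% = DMSO neutral controls and 100% = 20 µM radicicol positive controls; yeast relying on Plasmodium falciparum Hsp90 in place of its own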
OPRM1-OPRD1 inv – inverse agonists of MOR-DOR heterodimerization, primary screen, cell-based, luminescence. inhibition, % at 9.3 µM. hit rate 0.21% among 340,000. Mu-type opioid receptor (Homo sapiens) + Delta-type opioid receptor (Homo sapiens), …. cell-based MOR-DOR heterodimer luminescence, inverse agonism. AID 504357, 2011; in the data active = inhibition above about 22%, passing the limit was not always enough;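 note: 0% = cells with DMSO and 100% = wells without cells with DMSO; values of inactives mirror those of a sister screen read the other way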
E coli growth – E. coli V3065 growth inhibition, primary screen, counter-screen for AddAB inhibitor project, absorbance, OD600. inhibition, % at 11.9 µM. 18 h. hit rate 0.27% among 330,000;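 active = inhibition above the campaign's mean inhibition across all tested compounds plus 3 SD, cut at about 9.9% in these data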;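 note: uninfected addAB+ strain grown without phage in ampicillin broth; 0% = DMSO wells and 100% = ciprofloxacin 0.95 µg/ml wells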
PKA-R1A act – activators of PKA-R1A holoenzyme, primary screen, biochemical, fluorescence polarization, Cy5-IP20, bovine R1A, mouse PKAc; cAMP-dependent protein kinase type I-alpha regulatory subunit (Bos taurus) + …; PKA-R1A dissociation; scaled: DMSO 0%, 113 µM cGMP 100%; activation, % at 11.4 µM; hit rate 0.083% among 340,000;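 active = percent activation above the mean of all tested compounds plus 3 SD, cut at about 19% in these data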;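 note: higher means more PKAc released from R1A so a rise in polarization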
MOR-DOR ag – agonists of OPRM1-OPRD1 heterodimerization, primary screen, cell-based, luminescence; Mu-type opioid receptor (Homo sapiens) + Delta-type opioid receptor (Homo sapiens), …; cells; activation, % at 9.3 µM; hit rate 0.3% among 340,000; AID 504326, 2011; in the data active = activation above about 18%;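 note: 0% = vehicle-treated cells and 100% = reference agonist; values of inactives mirror those of a sister screen read the other way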
Tat export inh – E. coli Tat export inhibitors, primary screen, MC4100, TorA-mCherry reporter, fluorescence, single point | AID 488895, 2010 | inhibition, % at 10 µM | hit rate 0.036% among 340,000;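 active = mean replicate inhibition at least 50% and at least half of replicates individually reaching 50%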;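 note: exported cargo escapes ClpAP degradation while cytoplasmic cargo is degraded and loses fluorescence; 0% = median of neutral control wells and 100% = median of NaSCN control wells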
Mot1-301 SUMO – yeast Mot1-301 growth rescue at high temperature, primary screen, SUMOylation pathway inhibitor project, S. cerevisiae, ATP luminescence, 38.5C; S. cerevisiae Mot1-301 growth rescue; percent above DMSO median, 100 means doubled; growth rescue, % at 18.8 µM; hit rate 1% among 320,000; AID 2716, 2010;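 active = every valid replicate shows activation above 250% relative to neutral control wells; inactive = the rest, any valid replicate at or below 250%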;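 note: OY570 slx delta 5 strain wells were the positive control but not used for scaling; some compounds called inactive have numbers as strong as hits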
HTR5A inv ag – HTR5A inverse agonists in luminescence cell assay, primary screen, counter-screen for OPRM1-OPRD1 heterodimer inverse agonist project, full-deck HTS; 5-hydroxytryptamine receptor 5A (Homo sapiens), P47898; HTR5A cell line, inverse agonism; inhibition, % at 9.3 µM; hit rate 0.083% among 340,000; in the data active = inhibition mostly above about 23%, no sharp cut-off; inactive = mostly below about 18%;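 note: 0% = cells with DMSO and 100% = no-cell wells with DMSO; some compounds called inactive have numbers as strong as hits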
Target sequence (P47898 whole entry, looked up): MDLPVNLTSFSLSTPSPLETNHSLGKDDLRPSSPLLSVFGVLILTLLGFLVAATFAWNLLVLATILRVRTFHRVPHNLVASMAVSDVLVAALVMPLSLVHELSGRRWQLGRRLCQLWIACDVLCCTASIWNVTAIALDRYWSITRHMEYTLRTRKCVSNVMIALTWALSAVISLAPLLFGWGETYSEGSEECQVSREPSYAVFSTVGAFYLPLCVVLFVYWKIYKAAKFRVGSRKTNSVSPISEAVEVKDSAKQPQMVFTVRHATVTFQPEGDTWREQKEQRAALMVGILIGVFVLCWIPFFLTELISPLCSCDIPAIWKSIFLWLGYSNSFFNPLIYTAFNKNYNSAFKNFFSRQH
PKA-R2B act – activators of PKA-R2B holoenzyme, primary screen, biochemical, fluorescence polarization, Cy5-IP20, human; cAMP-dependent protein kinase catalytic subunit beta (Homo sapiens) + cAMP-dependent …; activation, % at 11.4 µM; PKA-R2B holoenzyme dissociation; R2B truncated from residue 108, S112A mutant; 0% DMSO only, 100% 113 µM cGMP; hit rate 0.079% among 340,000; AID 504700, 2011;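 active = activation above a cutoff set at the mean over all compounds plus 3 SD, cut at about 18% in these data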;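 note: higher means more holoenzyme dissociation and a rise in polarization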
Target sequence (P31323 whole entry, looked up, other chains not shown, the tested form may be a part): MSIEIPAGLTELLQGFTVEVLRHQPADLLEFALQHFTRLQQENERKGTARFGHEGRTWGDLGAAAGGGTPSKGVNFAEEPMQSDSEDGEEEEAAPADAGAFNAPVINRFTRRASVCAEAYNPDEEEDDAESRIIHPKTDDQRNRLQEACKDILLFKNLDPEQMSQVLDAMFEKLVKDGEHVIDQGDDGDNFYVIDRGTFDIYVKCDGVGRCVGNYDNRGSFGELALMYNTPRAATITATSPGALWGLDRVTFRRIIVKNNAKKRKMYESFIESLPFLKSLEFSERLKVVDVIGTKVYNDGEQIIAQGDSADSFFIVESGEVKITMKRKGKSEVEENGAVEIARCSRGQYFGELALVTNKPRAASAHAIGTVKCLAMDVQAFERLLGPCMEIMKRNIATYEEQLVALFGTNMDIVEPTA
AddAB inh – growth inhibition of E. coli expressing H. pylori AddAB, primary screen, AddAB inhibitor project, absorbance; inhibition, % at 11.9 µM; hit rate 0.29% among 330,000; in the data active = inhibition above about 12%;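 note: 0% = vehicle wells of infected cells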
phage Ecoli inh – growth loss of phage-infected E. coli, primary screen, RecBCD inhibitor project, absorbance, with phage, HTS; inhibition, % at 11.9 µM; hit rate 0.26% among 360,000; in the data active = inhibition above about 11%
Starred values were filed as active, the others as inactive; · = not tested or not shown. Compounds were not picked by outcome (roughly 2.2% active in at least one column).

SMILES	PfHsp90 set2	OPRM1-OPRD1 inv	E coli growth	PKA-R1A act	MOR-DOR ag	Tat export inh	Mot1-301 SUMO	HTR5A inv ag	PKA-R2B act	AddAB inh	phage Ecoli inh
CCN(CC)C(=O)COc1ccc2c(-c3ccccc3)cc(=O)oc2c1	10	16	0.7	-7	-3.1	-6	155	-13	-6	3.5	1.1
O=C(c1ccc(NS(=O)(=O)c2cccc(F)c2)cc1)N1CCCC1	-7	13	0.3	-1	-2.3	-11	-6	-19	-2	-1.2	3.1
Cn1c(N2CCOCC2)nc2c1c(=O)n(Cc1ccc(Cl)cc1)c(=O)n2C	13	14	1.9	-3	-2.8	9	10	12	-3	1.9	1.3
Cc1ccc(-c2nnc(Nc3ccc(CC(N)=O)cc3)c3ccccc23)cc1S(=O)(=O)NCCO	-13	12	0.8	-13	-2.6	7	22	2	-11	-0.4	1.1
COC(=O)CNc1nc(-c2cccnc2)nc2ccccc12	2	9	-1.0	-9	-1.6	-1	116	-27	-6	0.1	0.9
COc1ccc(-c2nc(CS(=O)CC(=O)NCc3ccco3)c(C)o2)cc1OC (stereo not given)	-24	-7	-1.3	-3	1.1	-7	3	-23	3	-0.2	2.6
O=C(c1ccc(F)cc1)N1C2CCC1CC(O)(c1ccccc1F)C2 (stereo not given)	10	2	3.4	-4	-0.3	2	-13	7	-3	3.4	1.1
O=S1(=O)N=C(N/N=C/c2cccs2)c2ccccc21	1	3	0.9	3	-0.7	0	46	-16	0	2.3	3.1
O=C(Nc1cccnc1)c1ccc(NC(=O)c2ccco2)cc1	10	1	-0.1	2	-0.2	-3	0	-5	8	2.6	2.5
Cc1ccc(Nc2nc(N)c([N+](=O)[O-])c(NCc3ccccc3)n2)cc1	3	·	1.0	·	·	-6	8	·	·	0.5	-0.5
CC(=O)N(c1cccc(C)c1)S(=O)(=O)c1ccc(Cl)cc1	14	3	1.3	3	-0.7	-9	·	5	-4	-1.2	4.2
O=[N+]([O-])c1ccc(O)c(C=NNc2ccc(S(=O)(=O)O)cc2)c1	9	31*	·	-2	-6.2	-4	·	15	9	·	1.2
Cc1ccnc(NC(=O)CN2C(=O)c3ccccc3S2(=O)=O)c1	·	8	2.9	-1	-1.3	-6	46	-4	-16	3.4	3.5
Cc1ccc(S(=O)(=O)Nc2nc3ccc(N)cc3s2)cc1	-2	-3	-2.8	-6	0.5	12	-7	-51	-6	2.3	-0.5
O=C(CCC(=O)N1CCN(c2ccccc2F)CC1)c1ccc(Cl)s1	4	5	-4.0	-9	-1.2	-1	-9	6	2	-1.2	-1.2
C/C(=N/Nc1ccc([N+](=O)[O-])cc1)c1c[nH]c2ccccc12	13	14	·	-9	-2.9	-2	149	30*	-11	·	1.5
COc1ccc(N2CC(C(=O)Nc3ccc(S(=O)(=O)N4CCCC4)cc3)CC2=O)cc1 (stereo not given)	-12	1	-0.7	-7	-0.2	0	-4	-6	-8	4.7	9.8
O=C(NC1(C(F)(F)F)N=C(c2ccccc2)NC1=O)c1ccccc1F (stereo not given)	8	6	-1.7	-3	-1.2	4	4	-11	-2	1.9	2.1
NC(=O)C1CCN(C(=S)NCc2ccc3c(c2)OCO3)CC1	-42	8	1.8	-2	-1.1	-8	-11	5	-4	3.2	3.5
OC(COc1ccc(Cl)cc1)CN1CCN(c2ccccn2)CC1 (stereo not given)	-7	11	3.9	-2	-2.3	-5	-22	-22	1	8.1	3.5
CCOC(=O)CC(NC(=O)c1cc2cccc(OC)c2oc1=O)c1cccc([N+](=O)[O-])c1 (stereo not given)	22	-3	2.3	-11	0.6	1	42	-10	-6	0.3	2.3
Cc1noc(/C=C/N(C)C)c1S(=O)(=O)N1CCCC(C(=O)NCc2cccs2)C1 (stereo not given)	-37	-5	1.2	3	0.8	6	3	9	-2	-2.6	1.7
O=C1CN(S(=O)(=O)c2ccccc2Cl)CCN1	·	2	·	2	-0.3	0	·	-5	-4	·	0.7
CCc1nnc(NS(=O)(=O)c2ccc(N3C(=O)C4CC=C(Cl)CC4C3=O)cc2)s1 (stereo not given)	20	8	1.2	1	-1.6	-8	-14	-12	-9	2.4	3.7
CC(C)N(Cc1ccccc1)C(=O)Cn1c(=O)cnc2ccccc21	-11	2	-5.1	1	-0.5	0	0	16	-12	-0.8	0.1
Remaining list, next part.
SMILES	PfHsp90 set2	OPRM1-OPRD1 inv	E coli growth	PKA-R1A act	MOR-DOR ag	Tat export inh	Mot1-301 SUMO	HTR5A inv ag	PKA-R2B act	AddAB inh	phage Ecoli inh
CC(C)C(=O)NC(NCC1CCCO1)C(Cl)(Cl)Cl (stereo not given)	19	-2	2.2	-7	0.3	-2	33	-4	-7	1.3	2.6
CN(C1CCCCC1)S(=O)(=O)c1ccc(Cl)c(C(=O)O)c1	·	8	-1.4	9	-1.4	-1	6	11	12	3.1	1.2
CCNc1nc(SCCOc2ccc(Br)cc2)nc(N(C)C)n1	·	-9	-2.3	-17	1.2	-15	4	1	-10	-0.8	3.6
CCC1CCCCN1C(=O)/C=C/c1ccc2c(c1)OCO2 (stereo not given)	-32	5	-2.5	-6	-1.1	-5	4	1	1	-0.1	2.8
COC(=O)CCc1sc(NC2CCCCC2)nc1-c1ccc(OC)cc1	22	17	1.1	-2	-2.8	-4	-25	8	-2	2.4	1.7
CC(C)(C)n1ncc2c(=O)n(CC(=O)NC3CCCCC3)cnc21	-6	12	0.5	-9	-2.1	1	-1	-21	-9	3.6	1.3
O=C(NCCNC(=O)c1ccccn1)c1cccc(F)c1	3	-7	-1.6	-6	0.9	-8	-8	-17	-4	1.5	2.8
O=C1CN(C(=O)N[C@@H](Cc2ccccc2)C(=O)N[C@H](Cc2ccccc2)C(=O)O)c2ccccc2N1	-8	15	0.5	4	-3.0	8	-9	16	1	4.0	3.4
COc1ccc(/C=C/C(=O)Nc2cccc(F)c2)cc1S(=O)(=O)N1CCOCC1	·	3	0.8	-15	-0.7	4	-1	14	-13	0.3	1.8
CCOC(=O)c1c(C)nn(-c2ccc(NC(=O)/C=C/C(=O)O)cc2)c1C	5	10	-0.3	0	-1.9	0	-3	-34	-6	-0.9	1.6
CCc1ccc(CNC(=O)Cc2ccc(NC(=O)C3=C(C)OCCS3)cc2)cc1	-1	12	-4.0	-7	-2.2	1	-13	3	-6	0.0	1.4
COC(=O)c1cc(-c2cccs2)nn1-c1ccccc1	-13	10	1.9	-7	-2.0	4	-11	-3	-12	3.7	2.1
COc1cc(/C=C/C(=O)OCC(=O)NC2CCS(=O)(=O)C2)ccc1OC(F)F (stereo not given)	1	8	0.0	-2	-1.9	-2	2	6	-4	0.1	2.4
O=C(c1cc(-c2ccccc2)nn1CC1CC(c2cccnc2)=NO1)N1CCOCC1 (stereo not given)	25	-2	-1.2	-8	0.3	-7	-8	-5	-5	0.4	-1.1
N=C1C(c2ccccc2)=C(O)CN1c1cccc(O)c1	-6	9	0.8	0	-1.6	-9	-11	-6	4	3.2	5.6
COc1ccc(C2(CNC(=O)c3ccco3)CCOCC2)cc1	6	5	-2.1	-6	-0.8	-8	11	6	8	-1.4	3.1
Cc1ccc(NC(=O)COC(=O)c2cccnc2Cl)cc1S(=O)(=O)N1CCOCC1	·	12	0.2	-10	-3.1	-5	-20	-9	-14	1.9	1.1
CC(=O)c1sc2ccccc2c1OC(=O)c1ccco1	8	20	-4.5	-4	-4.0	-13	-13	-24	-8	-5.0	-2.7
Nc1cc(C(=O)O)ccc1Sc1ccccc1C(=O)O	6	10	2.4	-1	-2.3	-4	-10	-4	-3	2.5	2.6
Cc1ccc2ccccc2c1NC(=O)Cn1nnc(-c2cccnc2)n1	-6	8	-0.7	-2	-1.4	15	-16	-4	-6	-0.6	4.9
Cc1c(C(=O)OCc2ccc(F)cc2)sc2nc3n(c(=O)c12)CCC3	7	-14	0.9	-7	2.1	3	-9	0	-1	1.9	2.5
Cc1cc(NC(=O)CCCS(=O)(=O)c2nc(-c3cccs3)cc(C(F)(F)F)n2)no1	21	19	-1.5	-3	-3.6	2	·	6	-2	-0.6	2.5
O=C(COC(=O)c1cccnc1Cl)Nc1ccccc1OC(F)F	-11	13	-1.2	-1	-2.2	-7	18	-2	1	4.6	5.3
Cc1cc(OCC(=O)OCC(=O)N2CC(C)CC(C)C2)ccc1Cl (stereo not given)	-4	-1	-0.9	3	0.2	9	-19	-3	4	-0.2	0.6

In a second layout: results already given
mol,PfHsp90 set2,OPRM1-OPRD1 inv,E coli growth,PKA-R1A act,MOR-DOR ag,Tat export inh,Mot1-301 SUMO,HTR5A inv ag,PKA-R2B act,AddAB inh,phage Ecoli inh
COc1cc(/C=C/C(=O)OCC(=O)NC2CCS(=O)(=O)C2)ccc1OC(F)F (stereo not given),1,8,0.0,-2,-1.9,-2,2,6,-4,0.1,2.4
O=C(c1cc(-c2ccccc2)nn1CC1CC(c2cccnc2)=NO1)N1CCOCC1 (stereo not given),25,-2,-1.2,-8,0.3,-7,-8,-5,-5,0.4,-1.1
N=C1C(c2ccccc2)=C(O)CN1c1cccc(O)c1,-6,9,0.8,0,-1.6,-9,-11,-6,4,3.2,5.6
COc1ccc(C2(CNC(=O)c3ccco3)CCOCC2)cc1,6,5,-2.1,-6,-0.8,-8,11,6,8,-1.4,3.1
Cc1ccc(NC(=O)COC(=O)c2cccnc2Cl)cc1S(=O)(=O)N1CCOCC1,·,12,0.2,-10,-3.1,-5,-20,-9,-14,1.9,1.1
CC(=O)c1sc2ccccc2c1OC(=O)c1ccco1,8,20,-4.5,-4,-4.0,-13,-13,-24,-8,-5.0,-2.7
Nc1cc(C(=O)O)ccc1Sc1ccccc1C(=O)O,6,10,2.4,-1,-2.3,-4,-10,-4,-3,2.5,2.6
Cc1ccc2ccccc2c1NC(=O)Cn1nnc(-c2cccnc2)n1,-6,8,-0.7,-2,-1.4,15,-16,-4,-6,-0.6,4.9
Cc1c(C(=O)OCc2ccc(F)cc2)sc2nc3n(c(=O)c12)CCC3,7,-14,0.9,-7,2.1,3,-9,0,-1,1.9,2.5
Cc1cc(NC(=O)CCCS(=O)(=O)c2nc(-c3cccs3)cc(C(F)(F)F)n2)no1,21,19,-1.5,-3,-3.6,2,·,6,-2,-0.6,2.5
